# Screening results as filed in PubChem.
# CBFb-RUNX1 inh – blocks binding between human CBF-beta and RUNX1 | Potency, µM (highest dose often 59.8 µM), for inactives: at the top dose activity, negative = inhibition, actives largely listed as inhibitors | AID 1477 | Q01196+Q13951 | 230,000 tested, under 10 active | AlphaScreen CBFb-His/RUNX1-biotin binding, biochemical; note: % of control where 0% means no effect
# Target sequence (Q01196 whole entry, looked up): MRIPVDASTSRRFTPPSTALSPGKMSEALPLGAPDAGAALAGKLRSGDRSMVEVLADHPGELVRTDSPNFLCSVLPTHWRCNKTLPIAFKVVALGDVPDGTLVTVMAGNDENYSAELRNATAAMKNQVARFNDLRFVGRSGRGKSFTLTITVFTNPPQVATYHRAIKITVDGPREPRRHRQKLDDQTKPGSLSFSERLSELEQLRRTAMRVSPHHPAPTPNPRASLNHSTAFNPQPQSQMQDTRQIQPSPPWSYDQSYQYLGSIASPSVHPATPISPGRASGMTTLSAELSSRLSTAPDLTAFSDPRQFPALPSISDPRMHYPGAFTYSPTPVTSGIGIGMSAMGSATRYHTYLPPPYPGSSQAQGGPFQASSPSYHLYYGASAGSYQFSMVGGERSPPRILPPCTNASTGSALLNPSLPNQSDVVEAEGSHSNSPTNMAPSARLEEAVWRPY
# Target sequence (Q13951 whole entry, looked up): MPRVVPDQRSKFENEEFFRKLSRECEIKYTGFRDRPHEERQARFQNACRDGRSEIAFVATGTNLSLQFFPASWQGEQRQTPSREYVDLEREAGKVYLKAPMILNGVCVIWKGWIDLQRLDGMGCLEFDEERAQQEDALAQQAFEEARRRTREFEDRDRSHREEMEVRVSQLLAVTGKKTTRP
#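 AlphaScreen proximity signal reports loss of binding between His-tagged CBF-beta and biotin-labelled RUNX1, each at 30 nM. Proteins are pre-associated for 20 minutes, compounds added for 15 minutes, then beads for 90 minutes, all at ambient temperature.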
# Lamin A splicing – modulators of lamin A splicing. HeLa LMNA splicing GFP/RFP minigene ratio, 48 h. actives 0.01% (n = 200,000). Potency, µM (series often up to 46.1 µM), for inactives: at the top dose ratio change, negative = inhibition, actives largely listed as inhibitors; active = well fitted inhibition curve with a large enough effect in the signal ratio, with a control signal flat, not every such curve was filed as active; inconclusive = small, poorly fitted or top-dose-only effect, or effect the other way, or a change in a side signal; the % refers to the signal ratio; note: potency is the fitted concentration of half-maximal effect; % is set by controls: 0 for no effect and ±100 for the full control effect
#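 S3 HeLa stable clones carrying a lamin A-EGFP splicing minigene plus DsRed2 were seeded at 600 cells/well in Opti-MEM with 2% FBS, pin-dosed and incubated 48 h at 37°C. Acumen cytometry (488 nm) gave the GFP/RFP total-intensity ratio.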
# HttQ103 aggreg – mutant huntingtin aggregation inhibition; AID 1688; actives 1.1% (n = 220,000); Potency, µM (highest dose often 46.1 µM), for the others: at the top dose activity change, negative = inhibition, most hits filed as inhibitors; PC12 HttQ103-GFP aggregates, Acumen cytometry, 40 h; note: potency is the fitted concentration of half-maximal effect; % is set by controls: 0 for no effect and ±100 for the full control effect; nearly all actives have a fitted effect of over 60% in size
#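 Compounds (qHTS titration) were added to PC12 cells expressing an ecdysone-driven HTT exon 1 Q103–GFP fusion after induction with 100 nM tebufenozide. Aggregate formation was measured as GFP objects in cell lysates.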
# KinaseGlo FLuc – counter-screen: inhibitors of Kinase-Glo firefly luciferase. Kinase-Glo luciferase, ATP luminescence, 8 min. Potency, µM (series often up to 38.3 µM), without a hit: at the highest dose activity change, negative = inhibition, most hits filed as inhibitors. actives 0.28% (n = 200,000). Q27757; note: potency is the fitted concentration of half-maximal effect; % is set by controls: 0 for no effect and ±100 for the full control effect; nearly all actives have a fitted effect of over 60% in size
#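 Light output from Kinase-Glo luciferase with luciferin and 10 uM ATP in 50 mM imidazole pH 7.2, KCl, MgCl2, Tween 20, BSA; compound pin-delivered, 8-min ambient incubation, then luminescence read.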
# HTT cytoprotect – Huntington cell model cytoprotection by ATP luminescence | PC12 HTT-Q103 induced, cytoprotection, ATP luminescence, 40 h | Potency, µM (doses to about 56.4 µM), for the others: cytoprotection (ATP increase), actives largely listed as activators | actives 0.14% (n = 230,000);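 note: potency is the fitted concentration of half-maximal effect; % of control where 0% means no effect; nearly all actives have a fitted effect of over 45% in size; toxic huntingtin expression switched on by the ecdysone agonist tebufenozide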
#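 Compounds added alongside 100 nM tebufenozide, which induces toxic Q103 huntingtin exon 1-GFP in stable PC12 cells; surviving cells quantified by luminescent ATP measurement. Medium: phenol red-free DMEM, 5% equine and 5% calf serum.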
# IMPase Li cell – IMPase inhibition in cells with lithium potentiation. actives 0.35% (n = 210,000). CHO-M1 cells, IP1 TR-FRET (IP-One), carbachol + lithium. AID 1457. Potency, µM (doses to about 59.4 µM), without a hit: at the highest dose activity, negative = IMPase inhibition, most hits filed as inhibitors;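 note: IP1 builds up when IMPase is blocked and the TR-FRET signal falls; potency is the fitted concentration of half-maximal effect; plate controls were basal vehicle for no effect and high inhibitor control for full effect; nearly all actives have a fitted effect of over 50% in size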
#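 CHO cells stably expressing M1 receptor (2000/well, cultured 16–30 h) treated 30 min at 37C with compound plus low lithium. Cytosolic IP1 by TR-FRET (665/620 ratio and 620 channel) after 10 min lysis; AC50 by Hill fit.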
# SMN2 splice up – SMN2 splice variant enhancement; HEK293 SMN2-luciferase splicing reporter, luminescence, 30-36 h; actives 2.8% (n = 210,000); Potency, µM (highest dose often 46.1 µM), for the others: top-dose activity change, positive = activation, usual class: activators; AID 1458; note: potency is the fitted concentration of half-maximal effect; % of control where 0% means no effect; nearly all actives have a fitted effect of over 55% in size
#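 qHTS luciferase splicing reporter: luminescence rises when SMN2 exon 7 is included in transfected HEK293 cells. Compound exposure lasted 30-36 h at 37C, with 4.5 mM final sodium butyrate as control, followed by a ONE-Glo read.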
# * hit, by the source's call; ? = inconclusive; nt = no result given; [ ] = remark or other dose. Unless noted, calls come from the whole dose curve; as a rule, active = well fitted curve in the direction sought with a large enough effect; inconclusive = small, poorly fitted or top-dose-only effect, or another doubt; inactive = no such curve, though single readings can be large; an effect the other way counts as inactive or inconclusive.
SMILES,CBFb-RUNX1 inh,Lamin A splicing,HttQ103 aggreg,KinaseGlo FLuc,HTT cytoprotect,IMPase Li cell,SMN2 splice up
O=C(CCCCCN1C(=O)c2ccccc2C1=O)NCc1ccco1,-17.1%,2.5%,10.6%,-0.6%,-9.0%[10 µM],-1.8%[38.3 µM],-11.9%
Cc1ccc(N2CN=C(c3ccccc3)NC2=S)cc1,2.5%,-4.5%,-3.7%,-4.2%,-2.3%,16.8%[38.3 µM],27.0%
O=C1C=C(c2cccs2)CC(c2cccs2)C1n1cnc([N+](=O)[O-])c1 (centres undefined),-0.1%,8.4%,6.2%,7.3%,-8.2%,1.5%[38.3 µM],-9.3%
COc1cc(OC)c(C(=O)NCCCN2CCOCC2)cc1OC,5.5%,?,26.4%,-0.4%,-2.0%,4.2%,-2.0%
O=C(O)c1ccc(N2C(=O)C3ON(c4ccccc4)C(c4ccccc4F)C3C2=O)cc1 (centres undefined),-2.5%,7.0%,17.8%,9.7%,-1.2%,1.0%[38.3 µM],3.1%
CCOc1ccc(C2=C(C=Nc3c(C)n(C)n(-c4ccccc4)c3=O)C(c3ccc(F)cc3)c3ccccc3O2)cc1 (centres undefined),1.8%,4.0%,-30.0%,17.1%,-46.1%[inhibitor],0.9%[38.3 µM],-18.1%
CN(C)c1ccc(C(CNS(=O)(=O)c2ccc(F)cc2)c2c[nH]c3ccccc23)cc1 (centres undefined),?,?,-19.7%,4.4%,-1.0%[0.074 µM],15.4%,?
O=C(CS(=O)c1cccc(Cl)c1)Nc1ccccc1Cl (centres undefined),2.3%,-9.2%,10.1%,0.2%,-24.8%,-10.9%[38.3 µM],-21.3%
O=c1[nH]c(CN(CCc2ccccc2)S(=O)(=O)c2ccc(Cl)cc2)nc2ccccc12,0.5%,-11.1%,17.1%,-3.8%,-5.5%[10 µM],-12.4%,4.8%[1.84 µM]
CN(C)c1ncnc2ccc(-c3cccnc3)cc12,nt,?,nt,nt,-137.2%[inhibitor],6.7%,nt
Cc1noc(C)c1-c1cncnc1NC1CC1,nt,-8.0%,nt,-2.1%,-12.3%,-2.0%,-1.6%
O=S(=O)(c1ccc2c(c1)OCCO2)N1CCN(c2ncnc3sccc23)CC1,-7.4%,nt,?,2.0%,0.7%[10 µM],14.0%,-84.8%[inhibitor]
O=C(NC1CCSC1=O)c1ccc(Oc2cccc(C(F)(F)F)c2)nc1 (centres undefined),-2.5%,9.2%,2.1%,7.4%,-1.3%,2.2%[38.3 µM],0.5%
Cc1ccc(/C=N/NC(=O)CNC(=O)COc2ccc(Cl)cc2)o1,-6.8%,8.1%[9.22 µM],1.6%,0.5%,-2.8%,-4.8%,-23.8%
CCOC(=O)c1ccc(NC(=O)CN2C(=O)CNC2=O)cc1,-2.1%,0.6%,-10.3%,1.9%,-6.4%[0.074 µM],-2.3%,-5.0%
Cc1ccccc1NC(=O)c1cc(S(=O)(=O)N2CCCCC2)cs1,-0.7%,10.5%,-56.1%,-0.8%,-14.1%,?,-14.0%
Cc1ccc(C2(c3ccc(C)cc3)NC(=O)N(Cc3c(C)noc3C)C2=O)cc1,0.8%,-7.9%,?,0.1%,-18.0%,25.0%[38.3 µM],?
Cc1cc2n(n1)C(c1ccsc1)Nc1ccccc1-2 (centres undefined),14.5%,-10.9%,-23.5%,-0.9%,-21.7%,19.1%[38.3 µM],?
CCNC(=O)COn1c(SCC(=O)NCC)nc2ccccc2c1=O,1.6%,4.1%,20.2%,1.0%,0.0%,7.7%[38.3 µM],20.6%
Cc1ccc(NC(=O)/C=C/c2cccs2)c([N+](=O)[O-])c1,-2.8%,9.8%,?,-3.9%,-44.0%[inhibitor],-3.6%[38.3 µM],?
Cc1nnc(NC(=O)CCSCCC(=O)Nc2nnc(C)s2)s1,?,nt,26.1%,2.0%,8.7%,-4.2%,7.6%
Cc1c(C(=O)N2CCN(C)CC2)oc2c1C(=O)CC(C)(C)C2,9.1%,12.2%,-5.4%,-0.7%,-12.8%[0.074 µM],10.5%[38.3 µM],4.7%
Cc1cc(=O)oc2c1c(C)nn2-c1cccc(Cl)c1,-0.3%,-17.1%[46 µM],8.7%,1.5%,38.6%,4.1%,-0.1%
O=C(NCCN1CCOCC1)C(=O)NCc1ccc2c(c1)OCO2,0.3%,nt,-1.4%[9.22 µM],-0.9%,21.5%[10 µM],0.6%,-4.5%
OC(COCc1ccc2c(c1)OCO2)CN1CCC(Cc2ccccc2)CC1 (centres undefined),-2.0%,?,-0.2%,2.0%,7.6%[10 µM],23.0%,-14.6%
CCOc1ccc(NC(=O)CC2NCCNC2=O)cc1 (centres undefined),2.9%,-1.3%,-7.5%,4.3%,-8.6%[0.074 µM],36.2%[activator][38.3 µM],14.3%
COc1ccc(N=C2SCC(c3ccc(C)cc3)=NN2CCO)cc1,-9.5%,nt,-3.0%[9.22 µM],nt,0.4%[10 µM],nt,nt
COC(=O)COc1ccc(S(=O)(=O)Nc2ccc(C(N)=O)cc2)cc1,3.3%,-3.7%,6.2%,0.8%,8.4%,16.5%[38.3 µM],-10.2%
COC(=O)c1sc(NC(=O)C(C)c2ccccc2)nc1C (centres undefined),-1.4%,4.0%,4.4%,4.6%,-3.4%[0.074 µM],10.8%,26.5%
CC1(C)CCC(C)(C)NC(=S)N1,1.9%,9.4%,-11.7%,-4.0%,?,4.3%,19.2%
CN(C(=O)COC(=O)c1ccc(S(=O)(=O)N2CCOCC2)cc1)C1CCCCC1,-0.7%,-10.7%[46 µM],0.9%,1.0%,-9.1%[10 µM],7.9%,3.4%
CC(=O)c1ccc(NC(=O)CN2C(=O)/C(=C/C=C/c3ccccc3)SC2=S)cc1,-15.3%,?,?,1.5%,nt,5.0%,22.4%
COc1ccc(C)cc1N(CC(=O)Nc1cccnc1)S(=O)(=O)c1ccccc1,-3.4%,-11.8%[46 µM],4.0%[9.22 µM],0.0%,-2.6%[10 µM],7.3%,nt
COCCCNc1ncnc2ccc(C)cc12,-1.3%,?,?,0.0%,22.5%[10 µM],7.0%,-62.6%[inhibitor]
CCOC(=O)c1ccc(COC(=O)CNC(=O)CNC(=O)c2ccc(OC)cc2)o1,11.0%,12.5%,-10.7%,2.3%,33.8%[10 µM],4.5%[38.3 µM],3.5%
CC(NC1CCCC1)C(=O)Nc1ccccc1-c1ccccc1 (centres undefined),-1.0%,10.0%,-0.4%,-5.9%,-0.9%,-1.9%[38.3 µM],-5.2%
COc1ccc(C(=O)N=S2CCN(C(=O)c3ccc(Cl)cc3)CC2)cc1,4.6%,18.5%[46 µM],16.3%[9.22 µM],nt,16.2%[10 µM],nt,nt
Cc1ccc(CSc2nnc3c(n2)OC2(Nc4ccccc4-3)C(=O)Nc3ccc(F)cc32)cc1 (centres undefined),-18.6%,10.1%,13.6%,-2.1%,-24.2%,0.0%[38.3 µM],-2.3%
O=C1CC(c2ccccc2)CC(O)=C1C=NCCN1CCN(Cc2ccccc2)CC1 (centres undefined),13.2%,?,9.9%[9.22 µM],nt,11.9%[10 µM],nt,nt
O=C(CC1SC(=Nc2ccccc2F)N(CCN2CCOCC2)C1=O)Nc1ccc(F)cc1F (centres undefined),-16.6%,nt,-19.0%,-0.7%,-27.0%,4.7%,-14.8%

# Record cards, as listed above:
# `CC1(C)CCC(C)(C)NC(=S)N1` is listed as CBFb-RUNX1 inh = 1.9%; Lamin A splicing = 9.4%; HttQ103 aggreg = -11.7%; KinaseGlo FLuc = -4.0%; HTT cytoprotect = ?; IMPase Li cell = 4.3%; SMN2 splice up = 19.2%
# `COCCCNc1ncnc2ccc(C)cc12` is listed as CBFb-RUNX1 inh = -1.3%; Lamin A splicing = ?; HttQ103 aggreg = ?; KinaseGlo FLuc = 0.0%; HTT cytoprotect = 22.5%[10 µM]; IMPase Li cell = 7.0%; SMN2 splice up = -62.6%[inhibitor]

# Following part.
SMILES,CBFb-RUNX1 inh,Lamin A splicing,HttQ103 aggreg,KinaseGlo FLuc,HTT cytoprotect,IMPase Li cell,SMN2 splice up
O=C(NC1CC1)C(=O)c1c(-c2ccccc2)[nH]c2ccccc12,-4.4%[2.36 µM],-0.7%,-25.3%,9.9%,nt,2.0%,14.6%
O=C1/C(=C/Nc2cccc([N+](=O)[O-])c2)CCc2ccccc21,-18.8%,7.7%,10.5%,-2.3%,32.6%[10 µM],10.0%,11.2µM*
O=C(Nc1ncc2c(n1)-c1ccccc1CC2)c1ccc(Cl)cc1,-5.8%,5.1%,-31.2%,-2.1%,-10.4%,-5.9%[38.3 µM],-4.6%
Cc1nn(C(=O)c2ccc([N+](=O)[O-])cc2)c(C)c1Br,0.0%,nt,9.3%[9.22 µM],nt,27.5%[10 µM],nt,nt
COc1cc(OC)cc(-n2nc(C(=O)N3CC(C)CC(C)C3)c3ccccc3c2=O)c1 (centres undefined),-2.3%,-5.7%,9.9%,1.8%,27.6%[10 µM],13.7%,2.4%
CCn1c(COc2ccccc2C)nnc1SCc1nc2ccccc2c(=O)[nH]1,-15.2%,14.2%[9.22 µM],13.2%,-3.2%,-28.7%,?,-11.2%
COc1ccc(O)c(-c2cc(C(F)(F)C(F)F)nc(-c3ccccc3)n2)c1,-3.9%,?,3.0%,nt,-14.4%,nt,nt
COc1ccc([N+](=O)[O-])cc1NC(=O)C1CCCCC1C(=O)O (centres undefined),5.4%,-5.0%,9.4%,1.9%,nt,-5.6%,-2.0%
O=C(O)/C(=C\c1cccc([N+](=O)[O-])c1)c1ccc(S(=O)(=O)N2CCCCC2)s1,-20.0%,nt,8.1%[9.22 µM],nt,-13.0%[10 µM],nt,nt
O=C(NN1CCCCC1)c1ccccc1,3.2%,5.1%,?,2.2%,9.8%[10 µM],-7.5%,-2.0%
Clc1ccc(-c2noc(CCCc3ccccc3)n2)cc1,20.2%,1.7%,10.1%[1.84 µM],1.3%,11.7%,20.0%[38.3 µM],4.7%
Cc1ccc(C)c(NS(=O)(=O)c2cc(C(=O)Nc3cccc(N(C)S(C)(=O)=O)c3)ccc2C)c1,-2.6%,?,-8.8%,4.8%,-7.6%[10 µM],-7.5%,-30.2%[inhibitor]
COC(=O)c1nnn(-c2nonc2N)c1CSc1ccccn1,3.3%,7.4%,19.5%[9.22 µM],-2.6%,-16.2%[0.074 µM],0.2%[38.3 µM],-6.7%
CC1=C(C#N)C(/C=N/OCc2ccc(F)cc2Cl)CC(=O)N1 (centres undefined),8.2%,-7.6%[46 µM],-7.8%,1.3%,-14.2%[10 µM],-12.1%,-32.2%[inhibitor]
